Assay outcomes deposited in PubChem BioAssay by several laboratories.
V-ATPase pHluor: yeast V-ATPase proton transport regulation by pHLuorin | AID 504577 | response, % at 10 µM | actives 0.37% (n = 350,000) | S. cerevisiae, pHLuorin cytosolic pH fluorescence; in the data active = response mostly above about 7.3%, no sharp cut-off; inactive = mostly below about 5.4%; also: actives read high; inactives centre near 0; some compounds called inactive have numbers as strong as hits; reference of the scale not given here
CAL PDZ FP-1: blocks peptide binding to the human CAL PDZ domain. Q9HD26. purified CAL PDZ, TMR-peptide fluorescence polarization, 1 h. inhibition, % at 24.9 µM. actives 0.92% (n = 300,000). AID 602252;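 active = mean inhibition of at least 30% with at least half of replicates also reaching 30%; inconclusive = no clear call, values can overlap the other calls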;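 also: 0% = DMSO neutral control and 100% = excess unlabeled competitor peptide PRC23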
Tat transport: E. coli Tat transport inhibition; inhibition, % at 10 µM; E. coli MC4100 TorA-mCherry Tat export, fluorescence; actives 0.036% (n = 340,000);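 active = mean replicate inhibition at least 50% and at least half of replicates individually reaching 50%; inconclusive = only one of the two criteria met; inactive = neither criterion met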;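 also: exported cargo escapes ClpAP degradation while cytoplasmic cargo is degraded and loses fluorescence; 0% = median of neutral control wells and 100% = median of NaSCN control wells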
RTF Ca sens act: increases calcium sensitivity of human cardiac regulated thin filaments | IANBD-labeled TnC RTF fluorescence at EC20 calcium; 0% EC20 calcium, 100% full calcium | P19429+P45379 | AID 493008 | activation, % at 7.2 µM | actives 0.24% (n = 340,000);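 active = activation above the mean over all tested compounds plus 3 SD, cut at about 30% in these data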;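 also: rise in fluorescence read as greater calcium sensitivity of cardiac thin filaments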
Rtt109 Vps75: C. albicans Rtt109 histone acetyltransferase inhibition; purified Rtt109/Vps75, ThioGlo CoA-SH fluorescence, 4 h; inhibition, % at 34.9 µM; actives 0.16% (n = 330,000);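 active = inhibition of at least 50% in every replicate; inconclusive = best replicate reaches 50% inhibition but some replicates fall short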
dFosB activator: mouse delta FosB homodimer activation; P13346; purified delta FosB, TAMRA-CDK5 oligo fluorescence polarization; percent of positive-control signal above neutral wells; activation, % at 25 µM; actives 0.99% (n = 340,000); AID 493131;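 active = mean activation above about 17%, with every replicate also reaching it, limit read from the data, passing the limit was not always enough; inconclusive = only one of the two conditions met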;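 also: fluorescence polarization rise as delta FosB binds a TAMRA Cdk5 AP-1 oligo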
Target sequence (P13346 whole entry, looked up): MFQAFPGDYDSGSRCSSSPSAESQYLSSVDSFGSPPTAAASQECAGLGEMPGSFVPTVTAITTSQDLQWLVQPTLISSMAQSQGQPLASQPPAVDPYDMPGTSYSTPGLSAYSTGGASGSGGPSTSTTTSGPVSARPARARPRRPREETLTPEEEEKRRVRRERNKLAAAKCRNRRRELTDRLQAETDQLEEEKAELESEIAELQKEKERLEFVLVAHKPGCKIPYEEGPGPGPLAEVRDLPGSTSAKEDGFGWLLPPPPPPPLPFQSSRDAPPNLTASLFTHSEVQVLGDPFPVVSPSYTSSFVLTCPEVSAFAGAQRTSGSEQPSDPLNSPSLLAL
CDK5 inh: CDK5/p35 (human) kinase inhibition; AID 488839; Recombinant CDK5/p35, ADP-Glo luminescence, 60 min; Q00535+Q15078; inhibition, % at 10 µM; actives 0.01% (n = 330,000);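 active = highest replicate inhibition of at least 50% and at least 75% of replicates reaching 50%; inconclusive = only one of the two criteria met; inactive = both criteria failed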;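 also: plate controls were DMSO neutral control for no effect and GW8510 at 10 µM for full effect; many of its hits are not listed in these tables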
Target sequence (Q00535 whole entry, looked up): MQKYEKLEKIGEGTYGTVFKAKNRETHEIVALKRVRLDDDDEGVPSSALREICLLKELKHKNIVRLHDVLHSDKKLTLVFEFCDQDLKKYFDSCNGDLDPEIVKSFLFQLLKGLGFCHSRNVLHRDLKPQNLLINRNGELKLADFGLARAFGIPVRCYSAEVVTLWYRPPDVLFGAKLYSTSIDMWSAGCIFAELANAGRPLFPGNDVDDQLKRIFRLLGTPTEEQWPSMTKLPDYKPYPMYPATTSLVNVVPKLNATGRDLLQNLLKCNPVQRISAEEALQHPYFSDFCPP
Target sequence (Q15078 whole entry, looked up): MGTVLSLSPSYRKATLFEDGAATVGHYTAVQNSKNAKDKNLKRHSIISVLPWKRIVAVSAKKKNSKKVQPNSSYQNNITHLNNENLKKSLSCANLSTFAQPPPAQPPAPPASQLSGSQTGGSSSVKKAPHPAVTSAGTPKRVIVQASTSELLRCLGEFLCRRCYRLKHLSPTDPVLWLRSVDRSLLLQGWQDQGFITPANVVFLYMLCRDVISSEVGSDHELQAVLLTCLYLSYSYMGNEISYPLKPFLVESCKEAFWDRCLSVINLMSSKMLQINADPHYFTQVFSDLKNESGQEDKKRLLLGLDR
CAL PDZ FP-2: human CAL PDZ-peptide interaction inhibition. purified CAL PDZ, TMR-peptide fluorescence polarization, 1 h. inhibition, % at 20 µM. AID 504414. Q9HD26. actives 0.02% (n = 330,000);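 active = highest replicate inhibition of at least 40%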;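 also: plate controls were DMSO neutral control wells for no effect and unlabeled competitor peptide control wells for full effect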
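System: tagged CAL PDZ domain. Schedule: 1 h room-temperature incubation prior to read. Signal: fluorescence polarization (mP). Measure: percent inhibition from loss of millipolarization.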
MITF TRPM1 HTS: activators of MITF-driven TRPM1 promoter activity in SK-MEL-5 cells. SK-MEL-5 TRPM1-promoter luciferase, 24 h; % of positive control, neutral wells = 0. activation, % at 12.5 µM. actives 0.75% (n = 300,000). AID 588334;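 active = mean activation of at least 80% with every replicate also reaching 80%; inconclusive = mean reaches 80% but some replicate falls short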;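 also: 0% = neutral control wells and 100% = parthenolide positive control wells; values of inactives mirror those of a sister screen read the other way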
Wnt act: Wnt/beta-catenin pathway activation | Wnt/beta-catenin reporter cell assay, activator, plate reader | activation, % at 9.35 µM | actives 1.2% (n = 300,000); in the data active = activation above about 30%, passing the limit was not always enough; inconclusive = no clear call, values can overlap the other calls;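 also: 0% = neutral control wells and 100% = positive control wells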
The depositor's hits bear a star; ? = inconclusive; / = no result given.

Each structure is followed by: V-ATPase pHluor, CAL PDZ FP-1, Tat transport, RTF Ca sens act, Rtt109 Vps75, dFosB activator, CDK5 inh, CAL PDZ FP-2, MITF TRPM1 HTS, Wnt act
- CC(C)c1ccc(CN(C(=O)/C=C/c2ccco2)C2CCS(=O)(=O)C2)cc1 (stereo unspecified)
 : -3, -4, 7, -1, -2, -6, 0.2, -1.6, 0, 0
- Cc1cc(Oc2ccccc2)nc(SCC(=O)Nc2ccccc2)n1
 : -1, -3, 6, 1, 6, -8, -0.7, -0.4, /, /
- CC1CCC(NC(=O)COC(=O)c2n[nH]c(=O)c3ccccc23)CC1 (stereo unspecified)
 : 0, -2, -3, 2, 4, -8, 0.5, -2.5, -10, 1
- CCOC(=O)CCNCC1COc2ccccc2O1 (stereo unspecified)
 : 0, -3, 0, 4, 10, -4, 0.2, 0.5, -4, -2
- NS(=O)(=O)c1ccc(NC(=O)CN2C(=O)C3C4C=CC(C4)C3C2=O)cc1 (stereo unspecified)
 : -1, -2, 0, -2, -4, -1, -0.3, -0.1, 6, -2
- CCOC(=O)c1c(C)nc2c(C#N)cnn2c1C
 : -2, -2, 0, -5, 10, 0, -1.3, 0.7, 4, /
- COc1cc2nc(C)sc2cc1SC
 : -1, -3, -3, 4, -9, 0, -0.5, -0.6, /, /
- Cc1nnc(NC(=O)CSc2nnc(CC(=O)Nc3ccccc3Cl)n2C)s1
 : 7, /, 3, -5, 3, -8, -0.2, -1.3, -2, 2
- CCNC(=O)COc1cc(C)c(Br)c(C)c1
 : 3, 1, -2, 1, -19, -4, -0.3, -0.2, 5, 0
- COC(=O)c1cccc(C(=O)N2CCCC(C(=O)c3cccc(OC(C)C)c3)C2)c1 (stereo unspecified)
 : 3, -1, 12, 0, -5, -10, /, -1.7, 3, -1
- COc1cc2c(cc1OC)/C(=C/c1ccc(Br)cc1)C(=O)OC2
 : 5, 2, 11, 0, ?, -2, -1.4, -4.0, -5, /
- NS(=O)(=O)c1ccc(N=C2C(=O)Nc3ccccc32)cc1
 : 1, /, -4, 3, 11, 5, -1.2, 0.4, 11, -3
- CC1=C(C(=O)Nc2ccccn2)C(c2cccnc2)n2nnnc2N1 (stereo unspecified)
 : -4, 1, 0, -5, -7, 5, -0.8, -0.1, 2, 0
- O=C(NCCCN1CCCC1=O)c1cc(S(=O)(=O)N2CCOCC2)c(Cl)cc1Cl
 : 5, -1, 0, -1, -2, -5, 0.4, -1.4, -1, -2
- COc1ccc(C(=O)N(C)c2c(C)n(C)n(-c3ccccc3)c2=O)cc1OC
 : -7, 0, -3, -4, /, -1, 0.5, -6.0, -8, /
- Cc1ccc(-c2cc(C(=O)Nc3ccc4c(c3)OCCO4)c3ccccc3n2)cc1
 : 4, -2, -4, -5, 13, 0, 0.6, 0.3, 7, /
- CN(CCOc1ccccc1)C(=O)c1cc(COc2c(F)cccc2F)on1
 : -5, -6, 15, 2, -4, -7, -1.7, -2.2, 15, 3
- COc1ccccc1N1CN(S(=O)(=O)c2ccc(C)cc2)c2nc3ccccc3nc21
 : -1, 110*, 3, -2, -1, ?, 0.4, -0.2, -26, 3
- Cc1ccc(NC(=S)Nc2ncccc2C)c(C)c1
 : -1, -3, -3, 4, 11, -7, 1.0, -2.6, 92*, 29
- COc1ccc(-c2cc(C(=O)N3CCCc4ccccc43)no2)cc1
 : 2, /, 3, 0, -5, -12, -2.9, -3.5, 63, 11
- CCC1OC(c2ccc([N+](=O)[O-])cc2)=Nc2ccccc21 (stereo unspecified)
 : -1, -2, 4, -7, -3, -8, -1.1, /, -10, 0
- NS(=O)(=O)c1cc(C(=O)O)c(NCc2ccco2)cc1Cl
 : 5, 0, /, 2, -1, 0, 0.8, 0.1, 7, 1
- CCCC(C)NC(=O)COc1ccc(S(=O)(=O)c2ccc(OCC(=O)NC(C)CCC)cc2)cc1 (stereo unspecified)
 : 1, -2, -11, -1, -2, 0, 0.6, -0.4, 3, -3
- COc1ccc(C(=O)N/N=C/c2sc(=O)n(Cc3cccc(C(=O)O)c3)c2Cl)cc1
 : 0, -2, -4, -1, 0, 0, 1.1, -5.1, 1, 9
- COc1ccccc1NS(=O)(=O)c1cccc(C(=O)OCc2nc3ccccc3s2)c1
 : -2, 0, 4, 3, -5, -3, -1.7, -0.3, 5, 26
- Cc1ccc(NC(=O)c2cc3c(=O)oc4ccccc4c3s2)nc1
 : 5, -4, 6, -3, -10, 2, -1.8, -2.4, 5, /
- CCCCCC(=O)NNC(=O)Cc1ccc([N+](=O)[O-])cc1
 : 12, -3, -6, -2, 0, 4, 0.1, -0.5, -16, -1
- Cc1c(-n2cc(C(=O)O)c(=O)c3cc(F)c(N4CCCC(O)C4)c(F)c32)c(=O)n(-c2ccccc2)n1C (stereo unspecified)
 : -3, -4, 6, -2, -6, -5, 1.0, -1.7, 0, -6
- Cc1cc(C)c2c(N=NN3CCOCC3)[nH]nc2n1
 : -2, 2, -5, 1, -6, 3, -1.0, -2.9, -7, 0
- N#Cc1ccc(C(=O)N2CCN(C(=O)C3CCCO3)CC2)cc1 (stereo unspecified)
 : -3, -2, -7, 0, -4, 2, 1.9, 0.8, -9, -3
- O=C1C=C(NNC(=O)c2ccccc2Br)CCC1
 : 3, 1, -8, 1, /, -9, 1.3, -0.9, 18, -2
- Cc1ccc2nc(N(CCCN(C)C)C(=O)CN3C(=O)c4ccccc4C3=O)sc2c1
 : 0, -3, 7, 3, 18, ?, -1.2, -6.7, -17, 1
- CN(C(=O)c1ccccc1C(=O)OCC(=O)c1ccccc1)c1ccccc1
 : 5, /, 0, 8, 5, -2, 0.0, -0.4, -2, 2
- COc1cccc(CN2CCN(CC(=O)Nc3ccccc3Cl)CC2)c1
 : -3, 1, 7, -3, 5, -7, -2.0, -0.8, -1, /
- Nn1c(Cc2ccccc2)nc2ccccc2c1=O
 : -3, -2, -1, 7, 7, -1, 1.0, -3.3, -12, 2
- Cc1ccc(C)c(NC(=O)CC2Sc3ccccc3NC2=O)c1 (stereo unspecified)
 : -3, -3, 2, 1, 2, 1, 0.3, 0.5, /, 1
- COC(=O)c1[nH]c2ccccc2c1NS(=O)(=O)c1ccc(OC)cc1OC
 : -2, /, -3, 3, 9, -5, -3.5, -1.2, -15, /
- Cc1c(C(=O)NCc2ccccc2)cnn1-c1ccccc1
 : -2, -5, -3, 11, -18, 6, 1.6, -0.2, -1, /
- COc1cc2[nH]c(=S)n(C3CCCC3)c(=O)c2cc1OC
 : -3, -3, 7, -2, 9, 2, 1.4, -3.6, -2, /
- COc1cc(C(=O)Nc2scc(-c3ccc(Br)cc3)c2C(=O)O)cc(OC)c1OC
 : 3, -1, 2, -1, -3, -8, -0.1, -0.7, -6, 2
- COc1ccc(CN2C3CCC2CC(NC(=O)c2cccc(F)c2)C3)cc1 (stereo unspecified)
 : -4, -1, 3, 5, -8, -8, -0.3, -0.9, -1, 0
- Cc1onc(-c2ccccc2)c1C(=O)NC(=S)NNC(=O)c1ccccc1O
 : -1, -1, 2, -1, -4, -2, -0.7, 0.5, -17, -4
- O=C(Nc1ccc(O)c(C(=O)O)c1)Oc1ccccc1
 : 2, -1, -3, 6, -2, 1, -1.8, -2.7, 3, 1
- Cc1ccc2c(c1)C(=O)C(=O)N2CC1COc2ccccc2O1 (stereo unspecified)
 : 6, 0, 9, -1, 7, -23, -4.0, -1.6, 24, -2
- O=C(NCCCN1CCCCCC1)c1ccc2c(c1)NC(=O)C(N1CCOCC1)S2 (stereo unspecified)
 : 3, 3, -7, 6, 10, -5, 0.4, -1.2, 11, 1
- CN1CCc2nc(SCC(=O)Nc3cccc(F)c3)c(C#N)c(-c3cccs3)c2C1
 : 4, -6, 4, -5, -35, -8, -1.0, -1.1, -10, 28
- CCCCn1c(N)c(N(CCC(C)C)C(=O)C2=COCCO2)c(=O)[nH]c1=O
 : -1, -2, 1, -6, 6, -5, 0.7, -1.7, 3, -2
- Cc1ccccc1N1CCN(Cc2ccc([N+](=O)[O-])o2)CC1
 : -3, -6, -4, -1, -7, 0, 1.6, -0.4, -3, 0
- O=C(NCc1n[nH]c(=S)n1-c1ccc(F)cc1)c1ccc(S(=O)(=O)N2CCCC2)cc1
 : -2, -4, -9, 5, -7, -11, -1.2, -2.3, -6, -1
- O=C(Cc1ccccc1)Nc1nonc1NC(=O)c1ccccc1
 : 0, /, 1, 0, 0, -8, -1.6, -6.2, 8, 0

Other records:
Each structure is followed by: V-ATPase pHluor, CAL PDZ FP-1, Tat transport, RTF Ca sens act, Rtt109 Vps75, dFosB activator, CDK5 inh, CAL PDZ FP-2, MITF TRPM1 HTS, Wnt act
- COCCNC(=O)c1cc2c(-c3ccc(Cl)cc3)nn(C)c2s1
 : -3, -3, -4, 10, -1, -57, 0.3, -4.1, -22, -4
- CC(C)OCCCNC(=O)c1cc(S(=O)(=O)N2CCc3ccccc32)cn1C
 : -1, /, 3, -1, -7, -10, -1.2, -0.2, /, 0
- CCOc1cc(N2CCOCC2)c(OCC)cc1NC(=O)COC(=O)COc1cc(C)cc(C)c1
 : 3, -5, -8, -7, -5, -2, 2.3, -2.1, -1, 4
- CC(C)c1ccc(N(CC(=O)NC(C)(C)C)C(=O)CCC(=O)Nc2nccs2)cc1
 : 5, -7, -1, -4, 3, -16, 1.2, -0.5, -5, -1
- COc1c(O)ccc(/C=C(\C#N)c2nc3ccccc3[nH]2)c1[N+](=O)[O-]
 : 2, -5, 5, -2, 15, -9, /, 0.0, -21, /
- CN1CCN(/N=C/c2cccc(Cl)c2Cl)CC1
 : 1, 7, 3, -3, 0, -7, 0.6, -1.8, 55, ?
- Cc1cccc(-c2nc3ccccc3c(=O)n2NC(=O)Cc2ccc(Cl)cc2)c1
 : -3, -2, 1, -6, -6, -10, 1.6, -2.4, -22, 2
